PfG6PD inh: PfG6PD (Plasmodium falciparum) enzyme inhibition. PfGluPho enzyme, NADPH resazurin-diaphorase fluorescence. inhibition, % at 20 µM. actives 0.78% (n = 350,000);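 active = inhibition reaching at least a set limit at 20 µM in the primary screen, cut at about 59% in these data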;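 note: 0% = DMSO wells with substrate and 100% = DMSO wells lacking glucose-6-phosphate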
hIAP act: increases human intestinal alkaline phosphatase activity. P09923. activation factor at 10 µM. purified human IAP, CDP-Star luminescence, 30 min; hits give high values; 1 = vehicle-only enzyme, 0 = enzyme-free background. AID 2524. actives 0.16% (n = 330,000);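 active = activation factor of the enzyme at least 2-fold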; note: the source names both 10 and 20 µM as test concentration; values of inactives mirror those of a sister screen read the other way
Target sequence (P09923 whole entry, looked up): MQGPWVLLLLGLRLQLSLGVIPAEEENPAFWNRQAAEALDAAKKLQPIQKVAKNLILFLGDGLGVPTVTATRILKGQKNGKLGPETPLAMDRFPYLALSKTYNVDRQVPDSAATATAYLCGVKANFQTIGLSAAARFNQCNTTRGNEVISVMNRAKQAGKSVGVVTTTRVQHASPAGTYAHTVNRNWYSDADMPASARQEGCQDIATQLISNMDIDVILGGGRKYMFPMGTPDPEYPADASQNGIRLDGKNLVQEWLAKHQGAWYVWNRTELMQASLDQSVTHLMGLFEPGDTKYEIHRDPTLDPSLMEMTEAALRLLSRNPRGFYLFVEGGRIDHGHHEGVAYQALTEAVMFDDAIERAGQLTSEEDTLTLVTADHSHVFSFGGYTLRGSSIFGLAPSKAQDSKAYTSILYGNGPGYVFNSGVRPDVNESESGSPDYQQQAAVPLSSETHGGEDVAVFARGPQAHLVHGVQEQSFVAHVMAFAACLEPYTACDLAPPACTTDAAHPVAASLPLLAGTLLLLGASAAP
SENP8 block: inhibitors of human SENP8 protease; Q96LD8; recombinant SENP8, Nedd8 substrate fluorescence; inhibition, % at 20 µM; actives 0.64% (n = 360,000); in the data active = inhibition mostly above about 40%, no sharp cut-off; inactive = mostly below about 27%
Target sequence (Q96LD8 whole entry, looked up): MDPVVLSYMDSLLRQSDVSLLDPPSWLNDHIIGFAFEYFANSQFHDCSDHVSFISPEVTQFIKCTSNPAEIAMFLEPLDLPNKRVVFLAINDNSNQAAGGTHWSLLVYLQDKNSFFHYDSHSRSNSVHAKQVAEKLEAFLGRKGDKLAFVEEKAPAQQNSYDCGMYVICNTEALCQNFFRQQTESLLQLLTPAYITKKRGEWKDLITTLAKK
SENP6 block: SENP6 protease inhibition; Q9GZR1; Recombinant SENP6 catalytic domain, aminoluciferin luminescence; inhibition, % at 10 µM; actives 1.8% (n = 330,000); AID 2599;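 active = inhibition above about 50% at the single tested dose, limit read from the data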;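 note: plate controls were DMSO wells with enzyme for no effect and DMSO wells lacking enzyme for full effect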
NR3A LBD binder: modulates the human NR3A ligand-binding domain; NR3A LBD differential scanning fluorimetry, Tm shift; 0% = protein alone, 100% = glycine-bound protein; Tm shift relative to glycine control, % at 25 µM; actives 2.5% (n = 340,000); AID 1259313;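 active = melting temperature shift of at least 10% of the positive control shift, at one fixed dose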
ATG4B inh: inhibitors of human ATG4B cysteine protease; Q9Y4P1; ATG4B cleavage of LC3-PLA2, NBD-HPC fluorescence, 1 h; inhibition, % at 8.33 µM; actives 0.51% (n = 340,000); AID 504462; in the data active = inhibition above about 40%
SENP1 FRET inh: blocks the human SENP1 SUMO protease catalytic domain. recombinant SENP1 catalytic domain, CyPet-SUMO1-YPet FRET cleavage. inhibition, % at 10 µM. actives 0.21% (n = 360,000). AID 624204;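 active = inhibition at least 30% at 10 µM, raw YFP signal under a set limit, fluorescence ratio 0.5 to 1.5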;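 note: 0% = enzyme with DMSO and 100% = no enzyme wells; some results filed as inactive read as strong as hits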
Target sequence (Q9P0U3 419-644 limits assumed): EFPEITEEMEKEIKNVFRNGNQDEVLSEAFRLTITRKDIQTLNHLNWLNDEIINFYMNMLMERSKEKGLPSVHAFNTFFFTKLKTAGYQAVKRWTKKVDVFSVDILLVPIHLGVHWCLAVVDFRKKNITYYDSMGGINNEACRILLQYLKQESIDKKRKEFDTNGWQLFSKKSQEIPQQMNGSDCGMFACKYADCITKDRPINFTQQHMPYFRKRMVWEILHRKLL
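Material – human SENP1 catalytic domain · Input – SENP1 enzyme, 20 pM final · Compound dosing – single concentration of 10 µM compound, 0.5% DMSO final · Timing – enzyme reaction for 50 min at room temperature, dark · Measured by – FRET fluorescence in CFP and YFP emission channels · Control set – no-enzyme wells low, DMSO-plus-enzyme wells high control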
MPTP inh: permeability transition pore inhibition. isolated mouse mitochondria, Ca2+ swelling absorbance, 30 min. inhibition, % at 10 µM. actives 1.4% (n = 360,000). AID 602449;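 active = inhibition of 50% or more, scaled per plate between neutral and stimulator controls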;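 note: 0% = DMSO wells given calcium and 100% = 1 mM EGTA wells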
An asterisk follows results filed as active; . = no result given.

SMILES	PfG6PD inh	hIAP act	SENP8 block	SENP6 block	NR3A LBD binder	ATG4B inh	SENP1 FRET inh	MPTP inh
COc1ccccc1Cc1noc(-c2cc(Cl)ccc2OC)n1	14	0.87	5	-3	-3	-9	2	-0.3
NC(=O)c1c(NC(=S)Nc2ccccc2)sc2c1CCCC2	8	0.92	-85	3	-7	1	-12	-0.2
CC(C)[C@H](NC(=O)c1ccco1)C(=O)OCC(=O)Nc1ccccc1OC(F)F	10	1	7	9	-2	-9	0	1.7
CCc1nc(NCc2ccccc2)c(C#N)c2c1CCCC2	-9	0.91	-380	-3	0	9	-1	2.5
Cc1cc(C)c2c(C)nn(-c3ccccc3)c2n1	1	0.98	-284	-5	1	-9	-1	22
CC(C)=N/N=C(/c1ccc([N+](=O)[O-])cc1)C12CN3CN(CN(C3)C1)C2	-22	0.92	16	2	0	-3	1	-0.4
CS(=O)(=O)C1=NSC2=NC(=O)/C(=C\c3cccn3-c3ccc(Cl)cc3)C(=N)N21	-23	.	-32	.	19*	5	-20	96*
CC(OC(=O)Cn1[nH]c(=O)c2ccccc2c1=O)C(=O)NC1(C#N)CCCCC1 (configuration not stated)	-3	1	11	-17	0	1	3	-0.3
COC(=O)c1ccccc1-c1cn(C)c2ccccc2c1=O	-15	0.94	-250	-25	0	4	2	2.2
O=C(CN1CCN(C(c2ccccc2)c2ccccc2)CC1)N1CCOCC1	-11	1.1	10	-13	0	-6	-4	0.9
O=C(N/N=C/c1cc(Br)c(O)c(Br)c1O)c1cccnc1	-18	1.5	-113	9	2	-1	-22	0.4
CC1CC(C)CN(CCCNC(=O)CCNC(=O)Cn2ccc3ccccc3c2=O)C1 (configuration not stated)	-7	1.1	0	-5	-1	-2	2	0.2
COC(=O)c1ccc(/C=N/Nc2nc(-c3ccccc3)cs2)cc1	-10	0.93	-222	-6	-9	-15	-40	5.3
Cc1cc(C)c(C(=O)COC(=O)c2cccc(S(=O)(=O)NCc3ccccc3)c2)cc1C	11	0.99	10	6	-5	28	0	-0.2
CN(C)S(=O)(=O)c1ccc(SCC(=O)Nc2ccc3c(c2)OCCO3)nc1	46	1	14	6	1	-4	0	1.2
CCCc1ccc(Oc2cc(C)nc(N3CCOCC3)n2)cc1	-4	1	3	-8	1	-2	1	-1.0
O=C(Nc1ccc(OCC(=O)N2CCOCC2)cc1)c1ccccc1Cl	-5	0.93	2	-2	-4	-1	1	-0.3
Cc1ccsc1C(=O)NC(C)c1ccc2c(c1)OCO2 (configuration not stated)	2	0.99	13	-13	1	-3	0	2.0
CC(=O)c1cccc(NC(=O)c2c(-c3c(F)cccc3Cl)noc2C)c1	18	1.1	3	-14	2	-8	1	-0.1
Cc1cc(C(=O)COc2nncc3ccccc23)c(C)n1C	-8	.	20	.	3	-1	3	0.4
CCOP(=O)(c1ccc(N(C)C)cc1)C(O)c1ccc(OC)cc1 (configuration not stated)	-2	0.95	7	7	.	0	3	0.1
CCOC(=O)C1=CN(Cc2ccc(OC)cc2)C=C(C(=O)OCC)C1c1cccs1	3	1.2	-391	1	-2	-1	-33	0.1
COc1ccc(-c2ccc3[nH]c4c(c3c2)CCN2C[C@@H]([C@H](C)O)[C@@H](N(C)C(=O)Nc3cc(Cl)cc(Cl)c3)C[C@@H]42)cc1	6	.	-161	.	.	.	-25	-2.0
COc1ccc(C(C(=O)NC2CCCC2)N(C(=O)c2ccco2)c2cccc(C(C)=O)c2)cc1OC (configuration not stated)	-2	0.97	13	6	1	-7	2	0.0
CC(=O)c1ccc(OC(C)C(=O)NC2CCCCC2C)cc1 (configuration not stated)	-9	0.87	5	12	0	4	2	-1.3
SMILES	PfG6PD inh	hIAP act	SENP8 block	SENP6 block	NR3A LBD binder	ATG4B inh	SENP1 FRET inh	MPTP inh
Cc1cc(C)cc(N=c2c([N+](=O)[O-])nn(-c3ccc(Cl)cc3)n2O)c1	-5	0.78	17	-15	-7	0	5	1.4
CSc1ccc(S(=O)(=O)NC2CCCCC2)cc1	-3	1.1	16	1	-23	-3	-1	0.3
O=C(Nc1c(Cl)ccc2nsnc12)c1ccc([N+](=O)[O-])o1	6	0.93	33	12	3	5	4	0.0
CC1=CC(=O)Nc2ccccc2S1	-2	.	-92	.	1	7	-33	1.1
CN(C(=O)c1ccco1)c1nnc(C23CC4CC(CC(C4)C2)C3)s1	17	0.95	2	0	-1	3	2	1.1
CCOc1cc(/C=N\NC(=O)c2ccc(NC(=O)C(C)(C)C)cc2)ccc1OC(=O)c1cccc(C)c1	-2	1.1	-5	-22	1	-17	-1	0.8
CCc1nnc(NC(=O)c2oc3ccccc3c2COC(C)C)s1	41	1	-64	4	1	4	-4	-0.5
C(/CCc1ccccc1)=N\Nc1nc2ccccc2[nH]1	21	1.3	9	36	-3	3	0	-1.2
COc1ccc(NC(=O)NCCN2CCN(c3ccc(C)cc3)CC2)c(Cl)c1	-3	0.96	9	-6	-3	1	1	0.3
O=S(=O)(/N=C(/Nc1nccs1)c1ccc(F)cc1)c1ccccc1	-2	0.96	16	-11	0	-7	2	1.0
Cc1cc(C)c(S(=O)(=O)N2CCN(C(=O)c3cc4ccccc4oc3=O)CC2)c(C)c1	-2	1.2	-16	-2	0	-1	1	-0.8
CC12CCCc3c(O)cc(=O)n(c31)-c1ccccc12 (configuration not stated)	-8	1.1	16	-5	21*	-5	1	-1.9
Cc1ccc(-c2c[n+](CC(=O)Nc3nc(-c4ccc(F)cc4)cs3)c3n2CCC3)cc1	5	1	29	-39	-3	-10	2	7.0
C/C(=N\Nc1ncc(Cl)cc1Cl)c1cccs1	.	1.1	-12	7	.	.	3	4.3
Cc1occc1-c1nnc(SCC(=O)NC2CC2)n1C(C)C	-19	1.4	5	-2	2	5	0	0.5
COCCCNC(=S)N1CCCN(c2nc3c(C)c(C)ccc3cc2C#N)CC1	-4	0.96	-91	-11	0	-9	-100	0.1
Nc1nc(-c2cccs2)cs1	21	1.1	3	-2	3	-7	1	0.5
O=C(CCN1C(=O)COc2ccccc21)NCc1cccnc1	11	1	10	-21	1	-2	2	-0.3
Nc1ccccc1-c1nnc(SCc2ccccc2Cl)[nH]c1=O	-22	0.95	11	4	-4	24	6	16
CN(C(=O)CCc1nc2ccccc2s1)c1ccccc1	1	0.93	4	-17	0	-5	1	-1.5
Cc1c(NC(=O)COc2c(F)c(F)c(F)c(F)c2F)c(=O)n(-c2ccccc2)n1C	-6	0.89	5	-15	-5	-1	-1	0.7
Cc1cccc(C)c1N1C(=O)CC(N2CCSCC2)C1=O (configuration not stated)	6	0.93	-11	-3	-2	-8	4	-0.6
Cc1cc(Cl)cc(C)c1OCCCCN1CCOCC1	-4	0.88	23	-9	-2	0	1	0.3
CCc1cccc(NC(=O)c2ccc3c(=O)n4c(nc3c2)CCCCC4)c1	-7	0.94	18	1	-1	-5	0	2.1
CCN(CC)c1ccc(S(=O)(=O)N2CCOCC2)cc1NC(=O)COC(=O)C1=COCCO1	-1	.	5	.	-1	1	0	-0.9
SMILES	PfG6PD inh	hIAP act	SENP8 block	SENP6 block	NR3A LBD binder	ATG4B inh	SENP1 FRET inh	MPTP inh
CCC(C)NC(=O)COc1ccccc1[N+](=O)[O-] (configuration not stated)	-1	0.91	22	-2	-5	-2	-1	7.7
Cc1ccccc1NC(=O)c1ccc(Cl)c(NC(=O)c2ccncc2)c1	1	0.82	13	-19	-4	6	0	0.9
CCOc1ccc2nc(CN3CCN(Cc4ccccc4OCC)C(CCO)C3)ccc2c1 (configuration not stated)	10	1	-79	0	-2	-11	-9	-0.6
CC(=O)N1CCN=C1SCc1ccc(C)cc1	11	1.1	-2	8	2	-6	-9	0.6
Cc1ccc(C(=O)NC(=S)NNC(=O)c2cccc([N+](=O)[O-])c2)cc1	-11	1.7	6	10	-5	-8	4	6.0
CC(C(=O)N1CCCc2ccccc21)N1CCN(S(=O)(=O)c2ccccc2F)CC1 (configuration not stated)	-29	0.82	20	-10	0	-11	-2	-0.2
Cc1noc(C)c1S(=O)(=O)N1CCCC(C(=O)Nc2cccnc2)C1 (configuration not stated)	0	1	16	-1	-1	-3	-2	-0.4
O=[N+]([O-])c1c(NCCO)cc(N2CCCCC2)c2nonc12	13	1.1	32	15	0	-7	-14	0.1
COc1ccc(/C=N/NC(=O)c2ccc(NC(=O)c3cccc([N+](=O)[O-])c3)cc2)c(OC)c1	1	0.95	-26	17	18*	-15	-1	1.0
O=C(CCCn1c(SCc2cc(=O)n3ccccc3n2)nc2ccccc2c1=O)NCC1CCCO1 (configuration not stated)	-9	0.97	-330	5	0	-6	0	-0.8
CCOc1ccccc1OCC(=O)OCC(=O)NNC(=O)c1ccc([N+](=O)[O-])cc1	-13	1	7	-3	-1	-1	6	-1.0
O=C(CSc1nnnn1-c1ccc(F)cc1)Nc1ccccc1F	-4	1.1	4	10	-2	1	3	-0.7
CCCCc1ncc(CN2CCC(n3nccc3NC(=O)c3ccccc3OC)CC2)[nH]1	8	1.3	3	-4	-1	25	-3	-2.3
O=C(Nc1nnc(S(=O)(=O)N2CCCCCC2)s1)c1ccccc1Cl	-8	0.89	-7	-2	-5	7	-7	-0.1
Cc1nn(Cc2ccc(Cl)c(Cl)c2)c(C)c1NC(=O)c1cc(CC(C)C)on1	19	0.94	24	4	-5	-5	-2	32
O=C(CN1C(=O)NC2(CCCC2)C1=O)NNC(=O)c1ccc(Br)cc1	4	0.92	0	5	1	-6	0	-0.5
COC(=O)N1C(=O)[C@](c2ccccc2)(C2CCCC2)N1C(=O)OC	-6	1.1	9	-13	0	6	1	0.9

Rewritten field by field: entries from further up.
CCOc1ccccc1OCC(=O)OCC(=O)NNC(=O)c1ccc([N+](=O)[O-])cc1
  PfG6PD inh = -13
  hIAP act = 1
  SENP8 block = 7
  SENP6 block = -3
  NR3A LBD binder = -1
  ATG4B inh = -1
  SENP1 FRET inh = 6
  MPTP inh = -1.0

Cc1ccc(C(=O)NC(=S)NNC(=O)c2cccc([N+](=O)[O-])c2)cc1
  PfG6PD inh = -11
  hIAP act = 1.7
  SENP8 block = 6
  SENP6 block = 10
  NR3A LBD binder = -5
  ATG4B inh = -8
  SENP1 FRET inh = 4
  MPTP inh = 6.0

Cc1noc(C)c1S(=O)(=O)N1CCCC(C(=O)Nc2cccnc2)C1 (configuration not stated)
  PfG6PD inh = 0
  hIAP act = 1
  SENP8 block = 16
  SENP6 block = -1
  NR3A LBD binder = -1
  ATG4B inh = -3
  SENP1 FRET inh = -2
  MPTP inh = -0.4

Quoted at random: 7 entries already listed
SMILES	PfG6PD inh	hIAP act	SENP8 block	SENP6 block	NR3A LBD binder	ATG4B inh	SENP1 FRET inh	MPTP inh
Cc1ccc(C(=O)NC(=S)NNC(=O)c2cccc([N+](=O)[O-])c2)cc1	-11	1.7	6	10	-5	-8	4	6.0
Cc1ccccc1NC(=O)c1ccc(Cl)c(NC(=O)c2ccncc2)c1	1	0.82	13	-19	-4	6	0	0.9
COC(=O)N1C(=O)[C@](c2ccccc2)(C2CCCC2)N1C(=O)OC	-6	1.1	9	-13	0	6	1	0.9
O=C(CN1C(=O)NC2(CCCC2)C1=O)NNC(=O)c1ccc(Br)cc1	4	0.92	0	5	1	-6	0	-0.5
Cc1nn(Cc2ccc(Cl)c(Cl)c2)c(C)c1NC(=O)c1cc(CC(C)C)on1	19	0.94	24	4	-5	-5	-2	32
Cc1noc(C)c1S(=O)(=O)N1CCCC(C(=O)Nc2cccnc2)C1 (configuration not stated)	0	1	16	-1	-1	-3	-2	-0.4
CC(=O)N1CCN=C1SCc1ccc(C)cc1	11	1.1	-2	8	2	-6	-9	0.6

Screens: PubChem, Sanford-Burnham Center for Chemical Genomics

Not a hit list, and some 6.7% of all compounds hit somewhere here.
